# Bioassay records: PubChem, several laboratories
# BAP1 inh = human BAP1 deubiquitinase inhibition; Q92560; recombinant BAP1, Ub-AMC hydrolysis fluorescence kinetic; stronger effect = lower value; activity remaining (% of control), % at 20 µM; 0.48% of 72,000 active;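 active means activity remaining at or below 50% of control, provided the compound also passes the data quality filters; inactive means the rest, including low values that fail the filters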;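 further: 100% = DMSO wells rate and 0% = substrate alone blank rate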
# Target sequence (Q92560 whole entry, looked up): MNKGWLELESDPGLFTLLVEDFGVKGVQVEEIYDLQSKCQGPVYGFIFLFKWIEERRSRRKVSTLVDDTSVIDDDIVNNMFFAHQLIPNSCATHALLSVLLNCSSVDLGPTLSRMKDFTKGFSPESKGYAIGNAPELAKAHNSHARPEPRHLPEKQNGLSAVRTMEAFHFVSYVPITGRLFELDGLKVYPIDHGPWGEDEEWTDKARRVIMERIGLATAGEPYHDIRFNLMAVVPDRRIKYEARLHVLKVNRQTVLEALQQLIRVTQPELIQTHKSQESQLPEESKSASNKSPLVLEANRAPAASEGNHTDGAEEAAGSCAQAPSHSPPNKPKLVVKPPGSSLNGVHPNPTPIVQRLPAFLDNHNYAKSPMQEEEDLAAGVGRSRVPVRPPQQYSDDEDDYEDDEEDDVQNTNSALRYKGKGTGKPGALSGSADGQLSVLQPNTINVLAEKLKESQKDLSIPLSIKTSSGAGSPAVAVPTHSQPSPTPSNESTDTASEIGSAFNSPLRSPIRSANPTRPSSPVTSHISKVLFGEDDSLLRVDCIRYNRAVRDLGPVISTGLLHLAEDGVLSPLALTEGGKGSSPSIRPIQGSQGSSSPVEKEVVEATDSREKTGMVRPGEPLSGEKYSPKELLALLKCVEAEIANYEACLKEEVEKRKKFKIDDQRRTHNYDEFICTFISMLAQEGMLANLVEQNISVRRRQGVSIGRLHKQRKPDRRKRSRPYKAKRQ
# HePTP inh = human HePTP phosphatase inhibition; recombinant HePTP phosphatase activity, OD absorbance; 0.64% of 110,000 active; P35236; AID 521; inhibition, % at 20 µM; in the data active means inhibition above about 50%;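 further: plate controls were vehicle for no effect and reference inhibitor for full effect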
# Target sequence (P35236 whole entry, looked up): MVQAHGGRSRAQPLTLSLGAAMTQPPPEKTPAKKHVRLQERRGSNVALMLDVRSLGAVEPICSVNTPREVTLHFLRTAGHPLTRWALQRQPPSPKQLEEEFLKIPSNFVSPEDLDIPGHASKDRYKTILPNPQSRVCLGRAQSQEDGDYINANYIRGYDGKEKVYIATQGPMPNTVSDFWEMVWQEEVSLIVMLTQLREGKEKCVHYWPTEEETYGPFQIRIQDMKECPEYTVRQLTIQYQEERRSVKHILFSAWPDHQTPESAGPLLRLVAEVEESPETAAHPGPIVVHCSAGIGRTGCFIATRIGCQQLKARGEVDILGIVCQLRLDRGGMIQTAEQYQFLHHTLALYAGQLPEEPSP
# Numbers without * were called inactive; nt = not tested or not shown; & = joins results of further samples.
item	mol	BAP1 inh	HePTP inh
1	O=C1C(=O)N(CC2CCCO2)C(c2cccc([N+](=O)[O-])c2)/C1=C(/O)c1ccccc1 (stereo not drawn)	nt	11
2	CCc1nnc(NC(=O)c2ccc(Br)o2)s1	nt	6
3	CCC(C)NC(=O)c1cc2nc(-c3ccc(Br)cc3)cc(C(F)(F)F)n2n1 (stereo not drawn)	82	nt
4	Cc1ccc(CNn2cnnc2SCC(=O)NC(C)(C)C)cc1	86	-8
5	CC(C)N1C(=O)CCC1C(=O)NCCc1ccccc1 (stereo not drawn)	114	2
6	Cn1c(=O)n(C)c2cc(C(N)=O)ccc21	74	7
7	Cc1ccc(Cc2cnc(NC(=O)c3ccc(Cl)cc3)s2)cc1	nt	6
8	COc1ccc(CC(=O)NCC2(c3ccccc3)CCCC2)cc1OC	nt	-21
9	COc1cc(NC(=O)CCN2CCN(c3ccccc3F)CC2)cc(OC)c1	145	2
10	O=C(O)COc1ccc(N2C(=O)C=CC2=O)cc1	nt	13
11	Cc1cc(C)n(C(=O)c2ccc(C(C)(C)C)cc2)n1	nt	2
12	CSc1nc2ccc(NC(=O)C3CCCO3)cc2s1 (stereo not drawn)	118	-4
13	Cc1nnc(NC(=O)CN2C(=O)/C(=C/c3cccc(Br)c3)SC2=S)s1	nt	6
14	Cc1ccc(C2=Nc3ccccc3Nc3c2cc([N+](=O)[O-])cc3[N+](=O)[O-])cc1	nt	10
15	O=C(N/N=C/c1ccc([N+](=O)[O-])cc1)c1cc(-c2ccc(Cl)cc2)n[nH]1	nt	9
16	NC(=O)CSc1ncnc2c1oc1ccccc12	91	-8
17	Cn1ccnc1SCC(=O)n1c2c(c3ccccc31)CCCC2	nt	5
18	CCN(CC)S(=O)(=O)c1cc(C(=O)NC2CCCCC2)ccc1Cl	nt	9
19	Clc1ccc(Cc2nc(-c3ccncc3)no2)cc1	nt	-1
20	CS(=O)(=O)N1CCN(Cc2ccccc2Cl)CC1	nt	-10
21	CCC1CCCCN1CCCNC(=O)C1CCN(S(=O)(=O)N2CCCCC2)CC1 (stereo not drawn)	101	4
22	CCSc1nnc(NC(=O)CSc2nccn2-c2cccc(C)c2)s1	89	10
23	NC(=O)c1cnn2c(C(F)(F)F)cc(-c3ccccc3)nc12	110	-1
24	CCN1C(=O)/C(=C\c2cn(Cc3ccccc3Cl)c3ccccc23)SC1=S	nt	5
25	COc1ccc(C2C(C(=O)N3CC(C)CC(C)C3)c3ccccc3C(=O)N2C)cc1 (stereo not drawn)	nt	4
26	CSc1nsc(SC)c1NC(=O)N1CCCC1	106	4
27	CCOC(=O)C1CCCN(C(=O)Cn2ncc3c(=O)oc4ccc(C)cc4c32)C1 (stereo not drawn)	95	1
28	CCc1c(C)c(C#N)c2nc3ccccc3n2c1N1CCN(C2=NCC(C)(C)S2)CC1	nt	-6
29	Cc1ccc2c(CN3CCN(CCO)CC3)cc(=O)oc2c1	106	1
30	COc1nccnc1NS(=O)(=O)c1ccc(NC(=O)c2ccc(C(C)=O)cc2)cc1	nt	-5
31	Cc1csc(NC(=O)CSc2nncn2C)n1	183	8
32	c1ccc(-c2nc(NC3CC3)nc(-n3ccnc3)n2)cc1	92	1
33	CN(C)CCOC(=O)C(c1ccccc1)c1ccccc1	157	nt
34	CC(C)C(NC(=O)CN1C(=O)c2ccccc2S1(=O)=O)C(C)C	100	-12
35	NC(=O)c1c(NC(=O)CCCC(=O)O)sc2c1CCCCC2	nt	5
36	COc1ccccc1C(=O)N1CCN(Cc2ccccc2F)CC1	nt	8
37	Cc1cc(=O)oc2c(C)c(O)c(C(=O)c3ccccc3)cc12	nt	-10
38	CC(=O)NC1=NC(=O)/C(=C\c2ccc(C)o2)S1	nt	3
39	O=C(Nc1ccc(Cl)cn1)c1ccc(I)cc1	79	8
40	CCc1cc(=O)oc2cc(OCC(N)=O)ccc12	nt	11
41	COc1ccc(C(=O)N2CCN(Cc3ccccc3C)CC2)cc1OC	138	6&-1
42	c1ccc(OCCOc2ccccc2-c2nnco2)cc1	76	4
43	O=C1N=C(N2CCOCC2)S/C1=C/c1ccco1	nt	9
44	CCCc1ncc(C(O)c2cccc(OC)c2OC)n1C (stereo not drawn)	105	-8&-4
45	COc1ccc(NC(=O)c2cc3ccccc3o2)cc1OC	nt	6
46	CCOc1cc(/C=C2/SC(=S)NC2=O)ccc1OC(=O)c1ccco1	nt	2
47	O=C(CCC(=O)N(c1ccccc1)C(C(=O)NC1CCCC1)c1ccncc1)Nc1cccnc1 (stereo not drawn)	102	8
48	CC(C)(C)c1ccc(C(=O)Nc2ccc(Br)cn2)cc1	nt	-6
49	COc1ccc(-c2nc3c(c(=O)n(C)c(=O)n3C)n2CC2CC(c3ccccc3)=NO2)cc1OC (stereo not drawn)	98	7
50	CCOc1ccc(CCNC(=O)c2cc3sccc3n2C)cc1OCC	84	1
51	Cn1c(=O)c2c(nc(SCCN3CCCCC3)n2Cc2ccc(Cl)cc2)n(C)c1=O	115	9
52	Cc1nc2sc(C(c3ccc(Cl)cc3)N3CCN(C(=O)c4ccco4)CC3)c(O)n2n1 (stereo not drawn)	113	-1
53	NC1=NC(=O)/C(=C\c2cccc(OCc3ccccc3)c2)S1	nt	8
54	Cn1nnc2cc(C(=O)N3CCSCC3)ccc21	108	0
55	CCOc1cc(C(=S)N2CCOCC2)ccc1OC(=O)Cc1ccccc1	149	-8
56	C/C(=N\NC(=O)c1n[nH]c2c1CCCC2)c1ccc([N+](=O)[O-])cc1	nt	-3
57	O=C(O)CN(Cc1ccco1)S(=O)(=O)c1ccc(F)cc1	98	11
58	CCOC(=O)C1=C(O)/C(=C/c2ccccc2)SC1=Nc1ccc(OC)cc1	nt	7
59	CCC(C)(C)n1nnnc1CN(Cc1cccs1)Cc1cc2cc(OC)ccc2[nH]c1=O	112	8
60	CCN(CC)CCN1C(=O)C(=O)/C(=C(/O)c2cnn(-c3ccccc3)c2C)C1c1cccnc1 (stereo not drawn)	114	6

# (cont.)
item	mol	BAP1 inh	HePTP inh
61	CCOc1cc(CNn2cnnc2)ccc1OCC(=O)NC1CCCCC1	85	8
62	CC1=C(C(=O)OCCc2ccccc2)C(c2cccc(Cl)c2)CC(=O)N1 (stereo not drawn)	nt	-10
63	COCCNC(=O)c1nn2c(C(F)(F)F)cc(-c3cccs3)nc2c1Cl	nt	8
64	Cc1ccc(-c2nc3ncccn3c2NC(=O)C2CC2)cc1	nt	8
65	CCC(C)C(NC(=O)c1ccccc1NC(=O)c1ccco1)C(=O)O (stereo not drawn)	118	1
66	O=C(CSc1nc2ccc(N3C(=O)c4ccccc4C3=O)cc2s1)Nc1ccc(F)cc1	nt	0
67	CCOc1cc(C=C2C(=O)c3ccccc3C2=O)ccc1OCc1ccc(Cl)cc1Cl	nt	1
68	Cn1c(=O)c2c(nc(CN3CCN(C(=O)c4ccco4)CC3)n2Cc2ccccc2F)n(C)c1=O	85	6
69	CCCCn1c(/N=C/c2ccc(OC)c3cccc(OC)c23)nc2ccccc21	nt	0
70	O=C(C1CCC1)N1CCc2cc(S(=O)(=O)N3CCc4ccccc4C3)ccc21	60	0
71	NC(=O)CNCCC(c1ccccc1)c1ccccc1	98	nt
72	CC(C)N=C(NS(=O)(=O)c1ccccc1)c1ccccc1	nt	-3
73	O=C(NCc1ccccc1Cl)c1cnc2n(c1=O)CCS2	97	3
74	COc1ccc(N2CCN(C(c3cccs3)C(C)NC(=O)c3ccco3)CC2)cc1 (stereo not drawn)	117	1
75	CCN1CCN(c2ncc(C(=O)N3CCCc4ccccc43)c3ccccc23)CC1	93	6
76	O=C(NCCN1CCOCC1)c1cc(-c2ccc(Cl)cc2)on1	106	-1
77	COCCOC(=O)C1=C(C)NC(=O)NC1c1cn(-c2ccccc2)nc1-c1cccs1 (stereo not drawn)	90	10
78	Cc1cccc(N2CCN(C(=O)Cn3cccc3)CC2)c1C	105	2
79	O=C(CSc1nnc(-c2cccs2)n1-c1ccccc1)Nc1ccccc1	74	12
80	CCOC(=O)C1CCN(C=Nc2cc(C)on2)CC1	105	8
81	Cc1cccc(OCc2nnc(SCC(=O)N3CCCC3)n2C)c1	86	6
82	COc1ccc(CNCc2ccc(F)cc2)cc1OC	nt	-2
83	COc1ccc(-c2nnc(-c3ccc(Br)o3)o2)cc1OC	90	2
84	Cc1[nH]n2c(=O)c3c(nc2c1-c1ccccc1)CCCC3	90	4
85	COC(=O)CSc1nnc(-c2ccccc2)c(-c2ccccc2)n1	nt	-1
86	OCCNCC(O)Cn1c2ccc(I)cc2c2cc(I)ccc21 (stereo not drawn)	nt	-15
87	Cc1[nH]n2c(=O)c3c(nc2c1-c1ccc(Cl)cc1)CCC3	nt	-1
88	N#Cc1c[nH]n2c(=O)cc(Cc3ccccc3)nc12	72	2
89	O=S(=O)(NCC(c1cccnc1)N1CCN(c2ccccc2)CC1)c1cccs1 (stereo not drawn)	103	-3
90	Cc1ccccc1OCCNS(=O)(=O)c1ccc2oc3ccccc3c2c1	143	nt
91	O=S(=O)(NCc1ccccc1)c1cnc[nH]1	92	-9
92	Cc1ccc(Cl)c(OCCN2CCOCC2)c1	nt	-4
93	CCOC(=O)c1ccc(NC(=O)COc2ccc(Cl)cc2Br)cc1	nt	6
94	c1coc(Cn2c(SCc3nc4ccccc4[nH]3)nnc2-c2cnccn2)c1	94	8
95	CCn1c(C)nc2c(I)c(O)ccc21	nt	4
96	O=C(NCCC1=CCCCC1)c1ccc(Cl)c([N+](=O)[O-])c1	nt	-1
97	COc1ccc(-c2nnc3sc(-c4ccccn4)nn23)cc1	99	2
98	O=C(c1ccco1)N1CCN(C(=O)c2ccc(COc3ccc(F)cc3)o2)CC1	89	4
99	CCOCCOC(=O)c1cccc(NC(=O)C(C(C)C)N2C(=O)c3ccccc3C2=O)c1 (stereo not drawn)	nt	4
100	CCN(CC)C(=O)CSc1nc(O)cc(=O)n1CC	104	3
101	CCN(CC)CCCCOc1c(C)cc(Cl)cc1Cl	nt	0
102	CCOC(=O)c1[nH]c2c([N+](=O)[O-])cccc2c1CC	70	nt
103	O=C(NC(NC(=S)Nc1c(Cl)cccc1Cl)C(Cl)(Cl)Cl)c1cccc([N+](=O)[O-])c1 (stereo not drawn)	nt	0
104	CN(C)Cn1c(O)c(N=NC(=O)c2cccnc2)c2ccccc21	nt	4
105	CCCCNCCCCCCOc1ccc(C(C)C)cc1	nt	-19
106	COc1ccc(-c2cc(C(=O)NC3CCCCCCC3)c3ccccc3n2)cc1OC	nt	4
107	COc1ccc(Cl)cc1NC(=O)c1ocnc1C	114	8
108	Cc1ccc(OCC(=O)Nc2c(C)n(C)n(-c3ccccc3)c2=O)cc1	76	nt
109	Cc1nc2ccc(Cl)cc2c(-c2ccccc2)c1C(=O)O	nt	8
110	COc1ccc(C(=O)N2CCCCCC2)cc1	nt	-7
111	CCN(CC)CCOc1cccc(C(C)C)c1	103	1
112	O=C(CSc1nncs1)N1c2ccccc2Sc2ccccc21	68	-7
113	CN(C)CC(O)COc1cc2ccccc2cc1C(=O)N1CCCCC1 (stereo not drawn)	106	8
114	COC(=O)C1=CNC=C(C(=O)OC)C1c1cccc(Oc2ccccc2)c1	nt	-12
115	O=c1c2c3c(sc2n(CCN2CCCC2)c(=O)n1Cc1ccco1)CCCCC3	124	2
116	O=C(c1cc(C2CC2)on1)N1CCOCC1	102	0
117	COC(=O)c1c(NC(=O)c2cccnc2)sc2c1CCC2	59	nt
118	O=C(O)CC(CNS(=O)(=O)c1ccccc1)c1ccccc1 (stereo not drawn)	99	8
119	CCc1nnc(NC(=O)C2CCCN(c3nc(C)cc(C)n3)C2)s1 (stereo not drawn)	109	4
120	CCOC(=O)C1=C(C)N=C2SC(C)C(=O)N2C1c1ccc(C(=O)OC)cc1 (stereo not drawn)	63	8

# Reprinted at random: 6 records from the list.
item	mol	BAP1 inh	HePTP inh
111	CCN(CC)CCOc1cccc(C(C)C)c1	103	1
104	CN(C)Cn1c(O)c(N=NC(=O)c2cccnc2)c2ccccc21	nt	4
114	COC(=O)C1=CNC=C(C(=O)OC)C1c1cccc(Oc2ccccc2)c1	nt	-12
113	CN(C)CC(O)COc1cc2ccccc2cc1C(=O)N1CCCCC1 (stereo not drawn)	106	8
91	O=S(=O)(NCc1ccccc1)c1cnc[nH]1	92	-9
105	CCCCNCCCCCCOc1ccc(C(C)C)cc1	nt	-19

# (cont.)
item	mol	BAP1 inh	HePTP inh
121	COc1ccc(S(=O)(=O)Nc2ccc([N+](=O)[O-])cc2)cc1	nt	9
122	CCOC(=O)CNC(=O)CSc1nnc(Cn2c(=O)sc3ccccc32)n1-c1ccccc1C	100	7
123	COc1cc(NC(=O)c2cc(Cl)ccc2Cl)ccc1NC(=O)c1ccco1	nt	1
124	Cc1scc(C(=O)NCc2ccco2)c1-c1ccccc1	nt	-3
125	Cc1onc(-c2ccccc2Cl)c1C(=O)NCCN1CCOCC1	107	-1
126	Cc1ccc(N(C(C)C(=O)Nc2ccc(S(=O)(=O)N3CCOCC3)cc2)S(C)(=O)=O)cc1 (stereo not drawn)	nt	-3
127	COc1ccc(NC(=O)N(CCC(C)C)C(C)c2ccccn2)c(OC)c1 (stereo not drawn)	87	8
128	CN1CC(=O)NC1=NC(=O)c1cc(F)c(F)cc1Cl	103	1
129	Cc1ccc(CCSc2ccc(F)cc2)cn1	nt	8
130	COc1cccc(N2CC(C(=O)Nc3ccc(C(=O)OC(C)C)cc3)CC2=O)c1 (stereo not drawn)	131	9
131	Cc1ccc(N2C(=O)C3C4CC(=O)C(c5ccccc54)C3C2=O)cc1 (stereo not drawn)	nt	5
132	CCOC(=O)c1cccc(NC(=O)CSc2nnc(-c3ccoc3C)n2CCOC)c1	101	13
133	Nc1nc(CSc2ccccn2)nc(Nc2ccccc2)n1	86	0
134	CCSc1sccc1C1C(C#N)=C(N)N(c2cccnc2)C2=C1C(=O)CC(C)(C)C2 (stereo not drawn)	90	2
135	Cc1ccccc1C1C2=C(CC(C)(C)CC2=O)NC2=C1C(=O)CC(C)(C)C2	nt	-6
